Screens (PubChem BioAssay)
BLM helicase inh = qHTS Assay for Inhibitors of Bloom's syndrome helicase (BLM); RecQ-like DNA helicase BLM (Homo sapiens), P54132; recombinant BLM DNA unwinding, fluorescence dequenching; Potency, µM (titrated, usually from 56.1 µM), for inactives: at the highest dose activity change, negative = inhibition, hits mostly inhibitors; 350,000 compounds, 0.2% hits; AID 2528, 2010;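 further: potency means the concentration at half of the fitted maximal effect; plate controls were vehicle for no effect and no enzyme for full effect; nearly all actives have a fitted effect of over 35% in size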
Pol iota inh = qHTS for Inhibitors of Polymerase Iota. 390,000 compounds, 1% hits. Pol iota fluorescent replication assay, 10 min. DNA polymerase iota (Homo sapiens), Q9UNA4. AID 588590, 2011. Potency, µM (top dose mostly 115 µM), inactives show at the top dose activity, negative = inhibition, actives largely listed as inhibitors; further: potency means the concentration at half of the fitted maximal effect
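Pol iota at 10 nM preincubated 15 min with compounds at room temperature; reaction started with fluorescent substrate, 50 nM final. Fluorescence read kinetically at 0 and 10 min; buffer-only wells as negative control.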
TRHR ag = qHTS for Small Molecule Agonists and Allosteric Enhancers of Human TRH Receptor: Primary Screen for Agonists; TRHR cells, calcium flux fluo-8, FDSS agonist mode; Thyrotropin-releasing hormone receptor (Homo sapiens), P34981; activation, % at 2 µM; 360,000 compounds, 0.18% hits; AID 493084, 2011; in the data active means activation above about 30%; further: 0% is about no effect
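In this calcium-flux screen, cells bearing human TRHR are dye-loaded with fluo-8, baselined for 10 cycles, then exposed to library compounds; positive kinetic calcium responses during the agonist phase mark hits, with TRH as control.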
Anesthetic bind = qHTS Assay for Identification of Novel General Anesthetics; Ferritin light chain (Equus caballus), P02791; apoferritin/1-aminoanthracene competitive binding, fluorescence; 350,000 compounds, 0.074% hits; AID 485281, 2010; Potency, µM (highest dose often 77.5 µM), without a hit: at the top dose activity change, negative = displacement, actives largely listed as inhibitors; further: potency means the concentration at half of the fitted maximal effect; on the % scale 0 is the no-effect control and ±100 the full control effect; nearly all actives have a fitted effect of over 20% in size
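Probe: 1-aminoanthracene (50% saturated, PBS). Protein: horse-spleen apoferritin, 10 uM. Incubation: 10 min, room temperature. Detection: 380 nm excitation, 535 nm emission. Analysis: normalized response, four-parameter Hill.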
APEX1 inh = qHTS Assay for Inhibitors of the Human Apurinic/apyrimidinic Endonuclease 1 (APE1) | recombinant APE1, TAMRA/BHQ-2 abasic DNA cleavage fluorescence | Potency, µM (highest dose often 65.8 µM), for the others: at the top dose activity change, negative = inhibition, most hits filed as inhibitors | 350,000 compounds, 0.35% hits | AID 2517, 2012;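 further: potency means the concentration at half of the fitted maximal effect; plate controls were vehicle for no effect and reference inhibitor for full effect; nearly all actives have a fitted effect of over 55% in size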
Target sequence (P27695 whole entry, looked up): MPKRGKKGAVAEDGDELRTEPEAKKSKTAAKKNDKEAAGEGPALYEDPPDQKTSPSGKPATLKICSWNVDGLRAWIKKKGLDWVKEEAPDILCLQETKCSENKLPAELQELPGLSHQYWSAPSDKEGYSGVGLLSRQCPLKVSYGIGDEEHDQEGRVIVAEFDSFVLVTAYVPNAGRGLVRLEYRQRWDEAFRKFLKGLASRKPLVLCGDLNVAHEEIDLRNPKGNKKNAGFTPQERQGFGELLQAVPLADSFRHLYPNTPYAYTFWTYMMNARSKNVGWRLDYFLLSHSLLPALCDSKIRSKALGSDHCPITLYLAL
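Incision of a quenched TAMRA/BHQ-2 THF abasic-site duplex (50 nM) by 0.75 nM APE1, after 15 min compound preincubation, measured as fluorescence increase over three 60 s reads. Values normalized to buffer, DMSO and NSC13755 control wells.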
POLK inh = qHTS for Inhibitors of Polymerase Kappa. DNA polymerase kappa (Homo sapiens), Q9UBT6. purified Pol kappa, fluorescent DNA synthesis assay, 10 min. Potency, µM (titrated, usually from 107 µM), for inactives: at the top dose activity, negative = inhibition, actives largely listed as inhibitors. 400,000 compounds, 0.53% hits. AID 588579, 2011; further: potency means the concentration at half of the fitted maximal effect; on the % scale 0 is the no-effect control and ±100 the full control effect
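50 nM final substrate added after 15 min RT preincubation of 10 nM Pol kappa with compound; fluorescence read at 0 and 10 min.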
ERG-DNA inh = qHTS for Small Molecule Inhibitors of the ERG Ets/DNA interaction. fluorescence polarization, His-ERG Ets domain / labelled DNA. Potency, µM (top dose mostly 76.9 µM), without a hit: top-dose FP activity, negative = inhibition, usual class: inhibitors. Transcriptional regulator ERG (Homo sapiens), P11308. 370,000 compounds, 0.028% hits. AID 624246, 2012; active means well fitted inhibition curve with a large enough effect in the polarisation, with a control signal flat; inconclusive means small, poorly fitted or top-dose-only effect, or effect the other way, or a change in a side signal; inactive means no such curve, though single readings can be large or run the other way; the % refers to the polarisation;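 further: polarization taken with two DNA probes labelled with fluorescein and Texas red; potency means the concentration at half of the fitted maximal effect; % of control where 0% means no effect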
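His-tagged ERG Ets domain (1 uM in the protein solution; 300mM KCl, 50mM Tris-HCl, 1mM EDTA, 1mM DTT, pH 7.5) received compound, then a probe mix of 5 nM fluorescein-DNA and 100nM Texas-615-DNA. Fluorescence polarization was read for both dyes.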
ALOX12 inh = Primary qHTS assay for inhibitors of human arachidonate 12S-lipoxygenase (ALOX12): Round 2; purified 12hLO, xylenol orange hydroperoxide absorbance; Polyunsaturated fatty acid lipoxygenase ALOX12 (Homo sapiens), P18054; Potency, µM (highest dose often 108 µM), inactives show at the top dose activity change, negative = inhibition, usual class: inhibitors; 580,000 compounds, 1.1% hits; further: potency means the concentration at half of the fitted maximal effect; on the % scale 0 is the no-effect control and ±100 the full control effect
Target sequence (P18054 whole entry, looked up): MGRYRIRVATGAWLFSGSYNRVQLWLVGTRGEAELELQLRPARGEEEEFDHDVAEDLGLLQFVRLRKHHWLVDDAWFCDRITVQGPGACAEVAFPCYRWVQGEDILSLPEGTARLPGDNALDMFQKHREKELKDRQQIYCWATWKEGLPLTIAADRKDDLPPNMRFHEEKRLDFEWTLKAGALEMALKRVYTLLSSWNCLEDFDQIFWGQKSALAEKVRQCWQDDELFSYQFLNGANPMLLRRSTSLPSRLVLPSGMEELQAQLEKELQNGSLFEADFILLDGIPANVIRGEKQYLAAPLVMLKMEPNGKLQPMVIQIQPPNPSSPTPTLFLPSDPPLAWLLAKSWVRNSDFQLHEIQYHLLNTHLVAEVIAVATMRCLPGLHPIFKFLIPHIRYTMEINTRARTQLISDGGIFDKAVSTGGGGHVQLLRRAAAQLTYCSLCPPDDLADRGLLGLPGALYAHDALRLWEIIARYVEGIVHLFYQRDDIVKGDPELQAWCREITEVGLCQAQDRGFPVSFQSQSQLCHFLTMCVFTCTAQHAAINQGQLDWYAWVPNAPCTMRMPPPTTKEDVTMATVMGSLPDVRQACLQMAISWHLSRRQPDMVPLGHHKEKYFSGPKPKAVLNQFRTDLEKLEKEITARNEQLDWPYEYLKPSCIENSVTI
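Hydroperoxide product was detected by ferrous iron/xylenol orange as the 573 to 405 nm absorbance ratio. Arachidonic acid at 40 uM (final) was turned over for 30 min at room temperature by 150 nM human 12hLO, pH 7.0 Hepes buffer, after 15 min compound preincubation.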
Pol beta inh = qHTS Assay for Inhibitors of DNA Polymerase Beta; 340,000 compounds, 1.3% hits; Potency, µM (top dose mostly 114 µM), inactives show at the top dose activity change, negative = inhibition, hits mostly inhibitors; Pol beta primer extension/strand displacement, fluorescence kinetic; P06746; AID 485314, 2010; further: potency means the concentration at half of the fitted maximal effect; on the % scale 0 is the no-effect control and ±100 the full control effect
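Curves were derived by four-parameter Hill fits of normalized qHTS data. The kinetic fluorescent primer-extension read was taken at 0 and 10 min after 50 nM substrate, following a 15 min room-temperature preincubation of 10 nM enzyme with compounds.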
The depositor's hits bear a star; ? = inconclusive; · = no result given; & = joins results of further samples; ! = a repeat was not active; [ ] = another dose, or the depositor's remark. Unless noted, the call rests on the fitted dose curve; in most records, active means well fitted curve in the direction sought with a large enough effect; inconclusive means small, poorly fitted or top-dose-only effect, or another doubt; inactive means no such curve, though single readings can be large; an effect the other way counts as inactive or inconclusive.

The first 2 records, ahead of the listing:
compound	BLM helicase inh	Pol iota inh	TRHR ag	Anesthetic bind	APEX1 inh	POLK inh	ERG-DNA inh	ALOX12 inh	Pol beta inh
CCOC(OCC)P(=O)(O)CCCN	1%	·	·	4%	4%&-7%	2%&-5%[19.4 µM]	·	6%&94%	·
CN1[C@H]2CC[C@@H]1C(C(=O)N1CCOCC1)=C(O)C2	·	10%	0.6	·	-10%	-8%	-3%	-36%	·

The whole of this part, previewed entries included:
compound	BLM helicase inh	Pol iota inh	TRHR ag	Anesthetic bind	APEX1 inh	POLK inh	ERG-DNA inh	ALOX12 inh	Pol beta inh
CCOC(OCC)P(=O)(O)CCCN	1%	·	·	4%	4%&-7%	2%&-5%[19.4 µM]	·	6%&94%	·
CN1[C@H]2CC[C@@H]1C(C(=O)N1CCOCC1)=C(O)C2	·	10%	0.6	·	-10%	-8%	-3%	-36%	·
CN1CCC(N(C)c2nc(-c3ccc([N+](=O)[O-])cc3)nc3ccccc23)CC1	23%	?	3.0	-24%	-8%	-28%	8%	?	11µM*
CN(C)CP(=O)(O)CN(C)C=O	2%	2%	0.3	-4%	-6%	-3%	0%	0%	1%
c1cncc(CNC2CCCCC2)c1	-4%	?	1.4	-2%	41%	-4%	-12%	-6%	-12%
O=C(O)c1cc(S(=O)(=O)Nc2ccccc2C(=O)O)ccc1O	6%	-15%	0.7	-6%	14%	-12%	1%	200%[activator]	?
CC(C)C12CN3CCN(CC(C3)/C1=N\O)C2	2%	?	-0.7	-13%	4%	0%	4%	8%	3%
O=c1c2ccccc2[nH]c(=S)n1-c1cccnc1	3%	15%	0.8	-5%	21%	11%	7%	-29%	3%
Cc1cccc(CCNCc2cc3cc(C)cc(C)c3[nH]c2=O)c1	4%	50%[activator]	0.0	0%	-7%	7%	4%	0%	0%
CCc1nc2ccc(N3CCN(C)CC3)cc2nc1CC	1%	37%[activator]	-0.4	786%[activator]	1%	6%	1%	490%[activator]	21%
CC(C)c1cccc(O)c(=O)c1	2%&-10%	-14%	0.0	?	-2%&23%&21%	-9%[19.4 µM]	-6%	14µM*!	12%
COC(=O)C1=C(c2ccc(Cl)c(C(F)(F)F)c2)C[C@@H]2CC[C@H]1N2C(=O)NC1CCCCC1	·	0%	-1.7	·	22%	1%	12%	-15%	·
CCCCC1C(=O)NC(=S)N(C)C1=O (stereo unspecified)	·	2%	·	·	·	0%	0%	?	·
Cc1cccc(NP(=O)(Oc2ccccc2F)Oc2ccccc2F)c1	-10%	3%	0.3	-12%	-2%	-11%	8%	-2%	-15%
CCOc1ccc(OC(=O)c2ccc3c(=O)n4c(nc3c2)CCC4)cc1	·	?	1.8	·	-11%	-35%	7%	·	·
COc1ccc(OCC(=O)N2CCN(Cc3ccc(SC)cc3)CC2)cc1	-11%&1%	128%&3%[activator]	0.2&0.4	-17%&-7%	2%	-5%&-21%	16%&1%	?	3%&-25%
Clc1ccc2c(c1)C(OC1CN3CCC1CC3)c1ccccc1CS2 (stereo unspecified)	5%	17%	0.8	-2%	-2%	-10%	-4%	-27%	27%
COc1ccc2c(c1)-c1nc(NC(=O)c3ccc(Cl)cc3)sc1CC2	-4%	27%	-0.3	44%[activator]	·	-5%	3%	?	-1%
CCOC(=O)c1[nH]c(C)c(C(=O)N2CCC3(CC2)OCCO3)c1C	0%	19%	1.3	-4%	-8%	-4%	2%	10%	2%
Nc1c(Cl)cc([N+](=O)[O-])cc1Cl	·	23%	0.1	·	-18%&-4%	-5%	-5%	4%	·
CC1(C)C(=O)C=C[C@@]2(C)C1=C(O)C(=O)[C@@]1(C)C2CC[C@@]2(C)C(c3ccoc3)C[C@H]3O[C@@]321 (stereo partly specified)	-5%	·	·	-8%	-8%	-13%[60.1 µM]	·	·	·
Oc1ccc(/C=N/NP(=S)(c2ccccc2)c2ccccc2)cc1	-12%	12%	-0.1	-13%	-16%	-10%	-5%	?	2%
S=C(c1ccc(Cl)cc1)N1CCOCC1	-3%	33%[activator]	-0.3	?	-7%	-6%	3%	?	7%
COC(=O)[C@@H]1C[C@H](OC(C)=O)C(=O)[C@H]2[C@@]1(C)CC[C@H]1C(=O)O[C@H](c3ccoc3)C[C@]21C	4%&-1%	·	·	-9%&-3%	-4%&-5%	15%&-14%[60.1 µM]	·	·	·
C#CCOCOCC#CCN(CC)CC	-5%	-8%	-0.2	-12%	0%	-6%	-2%	2%	7%
Cc1cccc(-n2c(C)n[nH]c2=S)c1C	-3%	4%	1.0	-1%	23%	-22%	-1%	-19%	12%
Cc1ccc(NS(=O)(=O)c2ccc(OCC(=O)N3CCN(C)CC3)cc2)cc1	-3%	12%	1.4	-2%	6%	-12%	0%	49%[activator]	57%
CCN(CC)c1ccc(N=Cc2c(O)n(-c3ccccc3)c(=O)[nH]c2=O)cc1	-16%	12%	-1.2	-2%	0%	-4%	6%	?	-14%
CC(OC(=O)c1cn(C)c2ccccc12)C(=O)N(C)c1ccccc1 (stereo unspecified)	·	51%[activator]	1.4	·	10%	-11%	-1%	-13%&8%	·
O=C(O)C(F)(F)S(=O)(=O)O	4%	?	-0.6	-12%	1%	-20%	3%	?	-5%
Cc1cc(OCC(=O)N[C@@H](Cc2ccccc2)C(=O)O)c2c3c(c(=O)oc2c1)CCC3	4%	-6%	0.4	-10%	11%	6%	0%	-3%	3%
CCOc1cc(/C=C2/C(=O)NC(=O)N(c3ccc(CC)cc3)C2=O)ccc1OC(=O)c1cccs1	-1%	-18%	2.4	?	-2%	-3%	2%	·	-13%
O=C1NC(=O)C(=CN2CCc3ccccc32)C(=O)N1	6%	?	0.8	62%[activator]	23%	-7%	26%	-3%	42%
CCCCn1c(=O)c(C(=O)NCc2ccccc2)c(O)c2ccccc21	-23%	-2%	0.7	-9%	-10%	-8%	9%	50%[activator]	?
O=C(Nc1ccc(Br)cc1)c1cc(Br)cc(Br)c1O	-2%	·	·	5%	-5%	-9%[60.1 µM]	·	40µM*	·
COC(=O)C(O)(c1ccc(N=Cc2ccccc2O)c(C)c1)C(F)(F)F (stereo unspecified)	0%	127%[activator]	0.2	-22%	1%	-8%	-3%	12%	30%
CCOC(=O)N(c1ccccc1)P1(=S)OCC(C)O1 (stereo unspecified)	-2%	0%[58.9 µM]	-0.9	-11%	-5%	-4%	-4%	-18%	16%
c1ccc(CN2CCNCC2)nc1	1%	?	0.4	8%	6%	-9%	-3%	-13%	13%
CC(=NCC1CCCO1)c1c(O)n(C2CCCCC2)c(=O)[nH]c1=O (stereo unspecified)	-4%	21%	0.6	-5%	19%	9%	-4%	0%	38%
Cn1c(O)c(C=NCCOc2ccc(Cl)cc2)c(=O)n(C)c1=O	-3%	-8%	0.1	-8%	7%	-14%	-19%	0%	8%
CCCCCCN1CCN(c2ccccc2Cl)CC1	-4%	8%	0.0	-6%	15%	-11%	-7%	?	27%
COC(=O)C1=C(c2ccc(-c3ccccc3)c(F)c2)C[C@@H]2CC[C@H]1N2C(=O)NCCOc1ccccc1	·	5%	0.9	·	21%	-7%	-9%	5%	·
CCCCCn1c(=O)c(C(=O)Nc2ccccc2N)c(O)c2ccccc21	-13%	-14%	0.1	-10%	5%	-7%	-6%	-2%	-6%
CC(C)N1CCN(Cc2ccc3c(c2)OCCO3)CC1CCO (stereo unspecified)	2%	19%	1.6	-4%	0%	8%	-2%	58%[activator]	-10%
Cc1cccc(-n2c(-c3ccco3)nc3ccccc3c2=O)n1	1%	?	0.6	-10%	-4%	-11%	2%	112%[activator]	1%
CCN(CC)N=O	·	-6%	0.3	·	9%&4%	-32%	-18%	1%	·
CCCCOCCCn1c(N)c(C(=O)OC(C)COC)c2nc3ccccc3nc21 (stereo unspecified)	-4%	?	-0.6	181%[activator]	9%	-3%	-9%	44%[activator]	2%
Cc1ccccc1N1C(=O)NC(=O)/C(=C\c2cc(Br)c(N3CCOCC3)o2)C1=O	2%	?	7.5	2%	13%	-24%	28%	-28%	37%
CCCCN(C(=O)Oc1ccccc1)C1CCS(=O)(=O)C1 (stereo unspecified)	-4%	79%[activator]	0.1	2%	2%	0%	-2%	160%[activator]	1%

Only part of the results is shown; rates above refer to the full screens.
